From PubChem BioAssay
TcdB inh: inhibitors of Clostridioides difficile toxin B glycohydrolase; P18177; TcdB glycohydrolase enzymatic assay, plate reader; inhibition, % at 9.99 µM; 0.24% of 350,000 active; in the data active means inhibition above about 10%
Target sequence (P18177 whole entry, looked up): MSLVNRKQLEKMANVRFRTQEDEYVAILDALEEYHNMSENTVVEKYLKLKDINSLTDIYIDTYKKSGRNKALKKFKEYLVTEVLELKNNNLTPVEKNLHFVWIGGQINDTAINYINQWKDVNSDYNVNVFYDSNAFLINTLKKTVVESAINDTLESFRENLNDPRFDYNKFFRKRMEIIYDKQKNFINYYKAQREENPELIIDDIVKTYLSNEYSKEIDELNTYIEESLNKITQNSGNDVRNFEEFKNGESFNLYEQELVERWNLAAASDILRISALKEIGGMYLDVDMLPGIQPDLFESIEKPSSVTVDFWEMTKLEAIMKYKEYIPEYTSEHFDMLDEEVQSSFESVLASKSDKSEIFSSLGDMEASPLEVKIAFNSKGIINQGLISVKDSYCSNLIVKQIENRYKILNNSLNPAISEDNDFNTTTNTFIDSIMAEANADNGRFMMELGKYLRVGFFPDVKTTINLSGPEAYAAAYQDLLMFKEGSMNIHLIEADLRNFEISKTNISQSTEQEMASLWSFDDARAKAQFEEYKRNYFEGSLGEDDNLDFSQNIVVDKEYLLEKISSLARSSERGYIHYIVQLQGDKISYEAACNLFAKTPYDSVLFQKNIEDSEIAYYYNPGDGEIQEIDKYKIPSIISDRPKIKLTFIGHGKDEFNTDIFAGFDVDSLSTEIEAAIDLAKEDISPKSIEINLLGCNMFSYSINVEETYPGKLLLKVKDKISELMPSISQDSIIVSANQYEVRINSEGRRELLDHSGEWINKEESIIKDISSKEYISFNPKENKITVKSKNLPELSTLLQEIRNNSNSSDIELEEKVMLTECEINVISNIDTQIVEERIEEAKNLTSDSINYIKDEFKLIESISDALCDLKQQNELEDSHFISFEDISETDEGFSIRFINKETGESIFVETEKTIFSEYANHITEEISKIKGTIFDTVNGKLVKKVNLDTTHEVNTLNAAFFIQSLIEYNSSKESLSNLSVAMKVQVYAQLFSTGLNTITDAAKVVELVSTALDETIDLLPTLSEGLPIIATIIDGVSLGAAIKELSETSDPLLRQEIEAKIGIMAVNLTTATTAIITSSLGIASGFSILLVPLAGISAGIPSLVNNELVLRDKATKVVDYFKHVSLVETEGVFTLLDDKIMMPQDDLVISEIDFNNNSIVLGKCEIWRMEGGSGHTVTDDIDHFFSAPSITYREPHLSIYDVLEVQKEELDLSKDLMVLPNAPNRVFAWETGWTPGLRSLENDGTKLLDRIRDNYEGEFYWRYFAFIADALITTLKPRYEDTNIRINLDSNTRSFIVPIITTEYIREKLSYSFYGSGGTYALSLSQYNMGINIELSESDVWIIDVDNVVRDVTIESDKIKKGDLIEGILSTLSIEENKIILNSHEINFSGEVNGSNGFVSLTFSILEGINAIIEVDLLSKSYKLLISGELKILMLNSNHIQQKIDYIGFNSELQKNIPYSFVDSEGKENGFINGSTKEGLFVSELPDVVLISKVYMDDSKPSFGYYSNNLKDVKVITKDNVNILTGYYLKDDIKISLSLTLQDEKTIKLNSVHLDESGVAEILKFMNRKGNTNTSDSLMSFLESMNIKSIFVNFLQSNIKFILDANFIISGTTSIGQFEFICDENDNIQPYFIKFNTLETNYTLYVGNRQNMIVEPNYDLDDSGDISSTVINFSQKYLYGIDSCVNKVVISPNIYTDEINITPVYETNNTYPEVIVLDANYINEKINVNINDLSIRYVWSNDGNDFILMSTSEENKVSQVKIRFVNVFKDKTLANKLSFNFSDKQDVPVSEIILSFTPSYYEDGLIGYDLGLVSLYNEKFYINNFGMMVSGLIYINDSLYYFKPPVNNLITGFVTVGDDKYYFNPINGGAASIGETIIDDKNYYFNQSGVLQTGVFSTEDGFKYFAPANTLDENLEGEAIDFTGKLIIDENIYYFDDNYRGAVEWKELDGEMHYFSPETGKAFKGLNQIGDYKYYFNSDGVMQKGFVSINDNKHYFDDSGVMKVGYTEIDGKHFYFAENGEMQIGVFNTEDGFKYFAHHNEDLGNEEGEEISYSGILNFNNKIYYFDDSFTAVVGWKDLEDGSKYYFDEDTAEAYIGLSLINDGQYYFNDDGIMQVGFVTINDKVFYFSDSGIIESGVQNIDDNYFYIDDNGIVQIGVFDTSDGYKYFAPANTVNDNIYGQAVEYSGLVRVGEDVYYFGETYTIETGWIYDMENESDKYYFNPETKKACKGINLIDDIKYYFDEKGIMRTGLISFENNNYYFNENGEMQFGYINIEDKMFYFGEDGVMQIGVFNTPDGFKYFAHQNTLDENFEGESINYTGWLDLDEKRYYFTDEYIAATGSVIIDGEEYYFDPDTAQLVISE
PrPC TRFRET: cell surface PrPC inhibition, primary TR-FRET screen; inhibition, % at 13.8 µM; 0.43% of 370,000 active; TR-FRET read-out; P04156; in the data active means inhibition above about 24%; further: 0% = median of the test wells and 100% = reference compound wells
DUSP3 inh: blocks human VHR1 dual specificity phosphatase | P51452 | recombinant VHR phosphatase, pNPP absorbance | inhibition, % at 13.3 µM | 0.52% of 290,000 active; in the data active means inhibition above about 50%; further: some compounds called inactive have numbers as strong as hits
CCHF vOTU inh: blocks the CCHF virus ovarian tumor domain protease | CCHFV vOTU protease, Pep-AMC fluorescence | 0.55% of 370,000 active | inhibition, % at 11.5 µM; in the data active means inhibition above about 30%; further: 0% = vehicle wells with enzyme and 100% = no enzyme wells
Vc quorum ag: quorum light induction in luxS cqsA deficient V. cholerae. V. cholerae BH1578 lux reporter, luminescence, 6 h. activation, % at 18.7 µM. 0.16% of 350,000 active; in the data active means activation mostly above about 9.7%, no sharp cut-off; further: not every result past the cut was called active; inactives centre near 0; reference of the scale not given here
SARS 3CLpro inh: SARS-CoV 3CLpro protease inhibition. P0C6X7. recombinant SARS-CoV 3CLpro, quenched FRET peptide cleavage. inhibition, % at 6 µM. 0.14% of 290,000 active. AID 1706; in the data active means inhibition above about 12%
MazF activator: increases E. coli MazEF RNase cleavage of RNA | AID 504720 | FAM/BHQ RNA-DNA oligo cleavage fluorescence, 5 h | activation, % at 20 µM | 0.32% of 350,000 active; in the data active means activation above about 50%
SSB-PriA inh: blocks PriA binding to SSB C-terminal tail. AlphaScreen SSBct-PriA binding, biotinylated peptide. inhibition, % at 33 µM. 0.6% of 430,000 active. AID 1272365; in the data active means inhibition mostly above about 37%, no sharp cut-off; inactive means mostly below about 20%;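 further: plate controls were negative control peptide for no effect and reference peptide for full effect; strong numbers were not always called active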
Yp Topo-I inh: Y. pestis Topo-I inhibition via cleavage products; Y. pestis Topo-I cleavage product accumulation, plate reader; activity, % at 10 µM; 0.064% of 360,000 active; in the data active means activity above about 50%, passing the limit was not always enough; further: inactives centre near 2
Rv3671c protease: Rv3671c (M. tuberculosis) protease inhibition; P9WHR9; inhibition, % at 5.96 µM; 0.048% of 320,000 active; AID 2606; in the data active means inhibition above about 38%;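 further: extracellular domain of Rv3671c used as enzyme; 0% = enzyme with DMSO and 100% = no enzyme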
* = called active by the depositor; i = inactive; . = no result given; ! = repeats disagree. An excerpt; count on the stated rates, not on these rows.

Preview (13 entries):
Structure,TcdB inh,PrPC TRFRET,SARS 3CLpro inh,CCHF vOTU inh,DUSP3 inh,Vc quorum ag,Rv3671c protease,SSB-PriA inh,MazF activator,Yp Topo-I inh
Cc1ccc(C(=O)NCC(=O)N/N=C/c2sccc2C)cc1[N+](=O)[O-],1.1,-7,3,-11,29,-0.4,3,.,23,3
CCC(C(=O)OC)n1cnc2c(nnn2-c2ccc(OC)cc2)c1=O (configuration not stated),.,0,2,5,15,-0.2,0,0,1,12
CC1CC(C)CN(CCCNC(=O)c2ccc3c(c2)ncn3C2CCCC2)C1 (configuration not stated),1.2,1,-1,9,9,i,0,-7,9,-2
CN(C)S(=O)(=O)c1ccc(C(=O)NC(=O)CSc2nncs2)cc1,-0.8,2,.,-8,.,-2.7,0,-16,1,-8
COc1cccc(-c2cc(N3C(=O)Nc4ccccc4N3O)n[nH]2)c1,1.5,2,-4,-5,38,-0.6,-5,-3,-2,0
COc1ccc(CNC(=O)C(c2ccncc2)N(C(=O)Cc2cccs2)c2ccc(C)cc2)cc1 (configuration not stated),.,5,1,-5,16,i,-7,-14,-7,11
Cc1ccc(-n2c(C)c3c(C)nnc(C)c3c2C)cc1C,.,-4,-5,5,4,i,6,10,14,20
CC(C)c1ccc(C(C)NCCS(=O)(=O)c2ccc(Br)cc2)cc1 (configuration not stated),0.8,9,-1,35*,-7,i,-3,-29,1,30
CC(OC(=O)c1ccccc1NCCO)C(=O)NCC(=O)Nc1ccc(F)c(F)c1F (configuration not stated),0.4,-5,2,-147,19,0.4,-8,-17,-7,-3
COc1ccc(C(N)c2nccc3cc(OC)c(OC)cc23)cc1OC (configuration not stated),.,.,7,.,-12,6.0,-65,10,12,1
Cc1ccc(OCC(=O)NCc2cccs2)c([N+](=O)[O-])n1,0.9,-4,3,3,5,-0.4,-5,-8,-2,-5
CN1CCN(C(=O)c2ccc(-c3ccc(Br)cc3)o2)CC1,1.8,-16,.,11,.,1.6,-7,39*!,6,7
COc1ccc(CNCc2cc3c(cc2[N+](=O)[O-])OCO3)cc1,-3.0,-21,-7,5,53*,-0.5,7,13,3,-10

Results, repeating the preview:
Structure,TcdB inh,PrPC TRFRET,SARS 3CLpro inh,CCHF vOTU inh,DUSP3 inh,Vc quorum ag,Rv3671c protease,SSB-PriA inh,MazF activator,Yp Topo-I inh
Cc1ccc(C(=O)NCC(=O)N/N=C/c2sccc2C)cc1[N+](=O)[O-],1.1,-7,3,-11,29,-0.4,3,.,23,3
CCC(C(=O)OC)n1cnc2c(nnn2-c2ccc(OC)cc2)c1=O (configuration not stated),.,0,2,5,15,-0.2,0,0,1,12
CC1CC(C)CN(CCCNC(=O)c2ccc3c(c2)ncn3C2CCCC2)C1 (configuration not stated),1.2,1,-1,9,9,i,0,-7,9,-2
CN(C)S(=O)(=O)c1ccc(C(=O)NC(=O)CSc2nncs2)cc1,-0.8,2,.,-8,.,-2.7,0,-16,1,-8
COc1cccc(-c2cc(N3C(=O)Nc4ccccc4N3O)n[nH]2)c1,1.5,2,-4,-5,38,-0.6,-5,-3,-2,0
COc1ccc(CNC(=O)C(c2ccncc2)N(C(=O)Cc2cccs2)c2ccc(C)cc2)cc1 (configuration not stated),.,5,1,-5,16,i,-7,-14,-7,11
Cc1ccc(-n2c(C)c3c(C)nnc(C)c3c2C)cc1C,.,-4,-5,5,4,i,6,10,14,20
CC(C)c1ccc(C(C)NCCS(=O)(=O)c2ccc(Br)cc2)cc1 (configuration not stated),0.8,9,-1,35*,-7,i,-3,-29,1,30
CC(OC(=O)c1ccccc1NCCO)C(=O)NCC(=O)Nc1ccc(F)c(F)c1F (configuration not stated),0.4,-5,2,-147,19,0.4,-8,-17,-7,-3
COc1ccc(C(N)c2nccc3cc(OC)c(OC)cc23)cc1OC (configuration not stated),.,.,7,.,-12,6.0,-65,10,12,1
Cc1ccc(OCC(=O)NCc2cccs2)c([N+](=O)[O-])n1,0.9,-4,3,3,5,-0.4,-5,-8,-2,-5
CN1CCN(C(=O)c2ccc(-c3ccc(Br)cc3)o2)CC1,1.8,-16,.,11,.,1.6,-7,39*!,6,7
COc1ccc(CNCc2cc3c(cc2[N+](=O)[O-])OCO3)cc1,-3.0,-21,-7,5,53*,-0.5,7,13,3,-10
O=C(NCC(=O)N1CCN(C(=O)c2ccco2)CC1)c1ccc(Cl)cc1,1.5,2,.,2,.,5.0,-5,-11,-9,-6
CCOC(=O)C1C(=O)C=C(/C=C/c2ccccc2)CC1c1ccc(Cl)cc1 (configuration not stated),.,4,4,8,0,-0.5,-4,-23,-7,2
CCN(CC)c1ccc(/C=N/NC(=O)Cc2nnc(NC(=O)Nc3ccccc3)s2)cc1,0.8,-8,0,-4,8,i,1,.,11,3
CC(=O)Nc1ccc(NC(=O)C(F)(F)F)cc1,.,0,2,-4,0,i,-1,-5,-5,-4
S=C1NC2(CCCCC2)Nc2ccccc21,0.5,24,1,-13,29,i,-6,4,0,4
Cc1ccc(S(=O)(=O)c2nc(-c3ccco3)oc2NCC2CCCO2)cc1 (configuration not stated),.,2,-1,-11,4,-0.3,3,-14,-1,-5
O=C1CC(N2CCN(c3cccc(C(F)(F)F)c3)CC2)C(=O)N1c1ccccc1F (configuration not stated),.,-1,-1,10,-1,.,5,2,0,6

Next entries follow.
Structure,TcdB inh,PrPC TRFRET,SARS 3CLpro inh,CCHF vOTU inh,DUSP3 inh,Vc quorum ag,Rv3671c protease,SSB-PriA inh,MazF activator,Yp Topo-I inh
COc1ccccc1C(=O)COC(=O)COc1ccc(C#N)cc1,-0.6,3,.,4,.,i,1,-2,8,10
COCCn1c(C)cc(C(=O)COC(=O)CNC(=O)c2ccco2)c1C,-1.9,4,.,-2,.,i,0,-7,-3,2
CCOC(=O)N1CCN(Cc2nc3cc(NC(=O)C(C)C)ccc3n2CC)CC1,-0.3,2,1,-9,-2,i,14,-6,-4,-1
Cn1c(NC(=O)C[n+]2cc(-c3ccc(Cl)cc3)n3c2CCC3)cc(=O)n(C)c1=O,0.6,2,-5,0,5,-0.2,-5,-3,8,-6
COc1ccc(CCN(C)Cc2ccc(OCc3ccccc3)c(OC)c2)cc1OC,.,-4,1,-8,17,-0.4,-6,0,4,7
S=C(Nc1ccc2nccnc2c1)N1CCOCC1,-1.8,-4,-4,-14,11,-0.2,2,71*,1,5
CCOC(=O)c1cccc(N2C(N)=NC(N)=NC2(C)C)c1,.,4,0,-7,22,i,4,-13,1,-2
COc1cc(NC(=O)CCCNC(=O)c2ccc(Cl)cc2)cc(OC)c1OC,1.1,-1,4,2,-20,-0.9,5,-5,2,-11
CC12CCC(O)CC1=CCC1C2CCC2(C)c3[nH]ncc3CC12 (configuration not stated),0.1,13,.,6,.,5.9,.,-9,1,4
Cc1cc(NC(=O)CCC(=O)N(c2ccccc2C)C(C(=O)NC2CCCC2)c2ccccc2)no1 (configuration not stated),0.9,-13,4,6,29,-5.6,3,5,-30,-8
O=C(Nc1cccc(-c2ccc(N3CCCCC3)nn2)c1)C(F)(F)F,2.5,6,3,-7,0,-0.6,-8,8,7,-8
Cc1c(Cl)cccc1NC(=S)NC(=O)c1cncc(Br)c1,0.7,1,.,6,.,-1.0,5,0,2,-1
O=C1NC(=S)N/C1=C/c1cccc([N+](=O)[O-])c1,-0.2,-16,-4,-2,-2,-0.2,-4,-10,9,6
COCC(=O)Nc1ccccc1C(=O)NC(C)C,.,3,-5,-10,-17,i,-2,-17,6,2
COc1ccc(-c2nnc(OC)c3ccccc23)cc1,0.5,-5,1,6,14,i,-1,-13,6,-15
COc1ccccc1N1C(=NC(=O)C(C)Oc2ccccc2)SC2CS(=O)(=O)CC21 (configuration not stated),0.3,-6,0,-6,2,-0.3,3,-3,-3,0
S=C(NCc1cccs1)Nc1ccccc1Cl,.,0,4,-17,-1,-0.3,2,-3,-5,0
COc1ccc(OCCC(=O)OCC(=O)Nc2cccc(S(=O)(=O)N3CCCCC3)c2)cc1,0.2,7,.,-5,.,i,-2,-14,3,32
COC(=O)C1=C(N)Oc2cc(C)oc(=O)c2C1c1cccnc1 (configuration not stated),.,9,-5,-3,9,-0.7,1,3,5,-6
Cn1nc(C(F)(F)F)c(-c2cccc(C(F)(F)F)c2)c1NC(=O)Nc1ccc(F)cc1,0.1,6,0,13,25,-0.2,-4,1,7,1

More structures.
Structure,TcdB inh,PrPC TRFRET,SARS 3CLpro inh,CCHF vOTU inh,DUSP3 inh,Vc quorum ag,Rv3671c protease,SSB-PriA inh,MazF activator,Yp Topo-I inh
COc1ccc(/C=C/C(=O)NC(=S)Nc2ccc(S(=O)(=O)N=C(N)N)cc2)cc1OC,0.3,7,1,-8,18,-10,-176,-10,-47,2
CNc1oc(Cc2ccccc2)nc1S(=O)(=O)c1ccccc1,.,.,-1,.,23,i,-7,-15,1,9
O=[N+]([O-])c1ccc(Cl)c(S(=O)(=O)Nc2cccc(S(=O)(=O)NC3=NCCC3)c2)c1,1.6,-26,.,6,.,i,0,3,1,1
COc1ccc(S(=O)(=O)N2CCOCC2)cc1NC(=O)CSc1nnnn1C1CC1,-0.3,-8,.,-10,.,i,2,-24,1,11
C=CCOc1c(Br)cc(/C=N/NC(=O)Cc2ccc(C(F)(F)F)cc2[N+](=O)[O-])cc1OC,.,1,3,-5,5,-0.6,-3,.,7,-3
COc1ccc(N2CCN(C(=O)CN(C)S(=O)(=O)c3cnc[nH]3)CC2)cc1,.,-4,1,7,0,i,7,11,6,-6
COc1ccc(C(=O)/C=C/c2ccc(OC3CSC3)cc2)cc1,.,8,5,9,-10,i,-19,-1,-8,37
CNS(=O)(=O)c1cn(CC(=O)NCc2ccc(OC)cc2)cc1S(=O)(=O)NC,0.9,5,0,-3,-15,i,8,0,11,6
COc1ccc(CCn2c(=N)c(S(=O)(=O)c3ccc(Cl)cc3)cc3c(=O)n4ccccc4nc32)cc1,-1.7,0,4,15,10,-0.2,6,6,37,-2
Nc1nc2n(n1)C(c1ccco1)CC(c1ccc(Cl)cc1Cl)N2 (configuration not stated),.,8,4,3,39,-0.2,-10,14,-7,3
COc1ccc(Cl)cc1-c1cc(C(=O)NCc2ccco2)[nH]n1,1.2,0,.,3,.,i,.,.,.,-1
CN(CC(=O)Nc1ccccc1C(=O)NC1CC1)Cc1ccc(Cl)cc1,0.9,9,.,2,.,-0.4,2,2,3,17
COc1ccccc1OCCNC1CCCC1,.,-1,2,-5,23,-0.2,3,-2,-5,1
